# Screening data: PubChem, several laboratories
# NFkB transloc pot: enhances IL-1B driven NFkB nuclear translocation; HUVEC IL-1B NFkB p65 nuclear translocation imaging; activation, % at 2 µM; 0.3% of 94,000 active; AID 819;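 active = activation above 40%, about the mean plus 3 SD, also judged a hit on visual image review; inconclusive = activation above 40% but not a hit on visual review; inactive = activation not above 40% and no visual hit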;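 note: percent activation is computed from the nuclear over cytoplasmic p65 intensity ratio; values of inactives mirror those of a sister screen read the other way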
# NFkB transloc inh: blocks IL-1B driven NFkB nuclear translocation in HUVEC cells. inhibition, % at 2 µM. HUVEC IL-1B NFkB p65 nuclear translocation imaging. AID 796. 0.43% of 94,000 active;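 active = inhibition above about 30% together with a positive call from visual inspection of the well image, limit read from the data; inconclusive = inhibition above a set limit but visual check negative; inactive = inhibition not above a set limit, visual check negative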;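 note: nuclear over cytoplasmic p65 intensity ratio measured by imaging; 0% = IL-1B stimulated DMSO wells and 100% = unstimulated DMSO wells; values of inactives mirror those of a sister screen read the other way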
# PLAP inhibitors HTS: PLAP enzyme inhibitors, biochemical, luminescence, HTS (AID 690); purified PLAP, luminescent substrate; higher % means a stronger effect; inhibition, % at 20 µM; hits with a dose series show IC50 in µM; 0.08% of 96,000 active; in the data active = a potency from the dose series; inactive = the rest, 99 in 100 with inhibition below about 30%; note: strong numbers were not always called active
# Bcl-B TR3 displacers: displacers of TR3 peptide from Bcl-B, primary screen, selectivity assay for Bfl-1 inhibitor project, biochemical, fluorescence polarization; FP displacement of FITC-TR3 peptide from Bcl-B; higher % means a stronger effect; displacement, % at 20 µM; hits with a dose series show IC50 in µM; 0.11% of 96,000 active; AID 748;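 active = displacement above 50% at 20 µM plus a fluorescence interference ratio under 1.5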;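 note: plate controls were wells without compound for no effect and wells lacking Bcl-B protein for full effect; a part of the inactive calls stands beside numbers as strong as those of hits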
# MRP resist rev: compounds reversing MRP-mediated drug resistance | H69AR cells + 2 uM doxorubicin, CellTiter-Glo, 72 h | differential viability (reversal), % at 10 µM | 0.04% of 85,000 active | AID 602;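 active = viability drop by adding the cancer drug above about 55%, with treated viability meeting a 40% cutoff, limit read from the data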;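 note: viability without doxorubicin minus viability with 2 µM doxorubicin for each compound; larger differential means the compound sensitizes cells more to doxorubicin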
# MRP resist rev cytotoxicity: second read-out of MRP resist rev, no call of its own (marks repeat the call); viability, %; H69AR cells, CellTiter-Glo, 72 h; measured here: cytotoxicity without doxorubicin
# MRP resist rev with doxorubicin: further read-out of MRP resist rev, marked with its call; viability, %; measured here: viability with 2 uM doxorubicin; hits give low values
# NFkB transloc inh cell count 2 µM: recorded beside NFkB transloc inh, whose call it bears; cell count; measured here: cells passing quality filter;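 raw number of nuclei counted in each imaged well without normalization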
# NFkB transloc pot cell count 2 µM: further read-out of NFkB transloc pot, marked with its call; cell count; measured here: cells passing quality filter
# * hit, by the source's call; u = inconclusive; x = not tested or not shown. This is a subset. The share of hits here may be higher or lower than overall.
SMILES,NFkB transloc pot,NFkB transloc pot cell count 2 µM,NFkB transloc inh,NFkB transloc inh cell count 2 µM,PLAP inhibitors HTS,Bcl-B TR3 displacers,MRP resist rev,MRP resist rev cytotoxicity,MRP resist rev with doxorubicin
COc1ccc(C(C)=O)cc1CSc1nc2cc(Cl)ccc2o1,-9,18,9,18,24%,-5%,11,86,75
O=C(CCN1C(=O)C2CC=C(Cl)CC2C1=O)NC1CCCCC1 (configuration not stated),11,121,-11,121,-3%,-8%,-2,97,98
Cc1ccc(C)c(CSc2nnc(-c3cccnc3)n2N)c1,3,68,-1,68,3%,-13%,0,77,77
CCOC(=O)c1cnc2ccc(OCC)cc2c1N1CCN(C)CC1,0,150,0,150,-21%,-21%,10,66,56
O=C(O)CC1NC(=S)N(c2ccccc2)C1=O (configuration not stated),1,156,-1,156,-6%,-7%,10,105,95
CCn1c(SCC(=O)NCCOC)nc2sc(C)c(C)c2c1=O,8,134,-8,134,-42%,-7%,0,96,97
COC(=O)C1C2CCC(C2)C1C(=O)OCC(=O)c1ccc(C)cc1 (configuration not stated),32,160,-32,160,7%,0%,x,x,x
Clc1ccc(-n2c(SCc3nc4ccccc4[nH]3)nnc2-c2ccncc2)cc1,3,120,-3,120,-54%,-4%,x,x,x
COc1nc(Oc2ccc(C(=O)OCC(N)=O)cc2)nc(N(C)C)n1,12,99,-12,99,-10%,16%,12,100,88
Cc1cccc2cc3c(NC(=O)c4ccccn4)nn(C)c3nc12,-1,107,1,107,-38%,-1%,-2,41,43
CCc1nnc(NC(=O)CSc2nc3ccccc3c(=O)n2CCCOC)s1,-5,111,5,111,x,x,-17,64,81
O=C(Nc1ccc(Oc2ccc3ccccc3c2)cc1)c1ccco1,11,195,-11,195,22%,-7%,-22,44,66
CSc1ccccc1NC(=O)COc1ccccc1Cl,18,113,-18,113,26%,5%,x,x,x
Cc1ccc2nc(SCc3nnc(-c4cccs4)o3)[nH]c2c1,x,x,x,x,-57%,-10%,-1,91,92
O=C(O)Cn1c(-c2ccccc2)nc2ccccc21,-10,110,10,110,16%,5%,10,101,91
CCC(C)(C)NC(=O)CN(C(=O)CCC(=O)Nc1ccccn1)c1ccc(F)c(Cl)c1,1,146,-1,146,-76%,6%,10,101,91
Fc1cccc(Oc2nc3ccccc3n3cccc23)c1,9,171,-9,171,4%,13%,x,x,x
O=C(CCc1ccccc1)Nc1ncc2c(n1)CCCC2=O,6,113,-6,113,3%,-4%,11,102,90
Clc1ccc(N2CCCCCC2)nn1,5,159,-5,159,0%,-1%,x,x,x
CN(C)S(=O)(=O)c1ccccc1C#N,2,157,-2,157,-19%,-6%,0,89,89

# Full records from above. Values in the order: NFkB transloc pot	NFkB transloc pot cell count 2 µM	NFkB transloc inh	NFkB transloc inh cell count 2 µM	PLAP inhibitors HTS	Bcl-B TR3 displacers	MRP resist rev	MRP resist rev cytotoxicity	MRP resist rev with doxorubicin
# O=C(O)Cn1c(-c2ccccc2)nc2ccccc21 reads -10	110	10	110	16%	5%	10	101	91
# CCn1c(SCC(=O)NCCOC)nc2sc(C)c(C)c2c1=O reads 8	134	-8	134	-42%	-7%	0	96	97
# Cc1ccc2nc(SCc3nnc(-c4cccs4)o3)[nH]c2c1 reads x	x	x	x	-57%	-10%	-1	91	92
# COc1nc(Oc2ccc(C(=O)OCC(N)=O)cc2)nc(N(C)C)n1 reads 12	99	-12	99	-10%	16%	12	100	88
# Clc1ccc(-n2c(SCc3nc4ccccc4[nH]3)nnc2-c2ccncc2)cc1 reads 3	120	-3	120	-54%	-4%	x	x	x

# (next part)
SMILES,NFkB transloc pot,NFkB transloc pot cell count 2 µM,NFkB transloc inh,NFkB transloc inh cell count 2 µM,PLAP inhibitors HTS,Bcl-B TR3 displacers,MRP resist rev,MRP resist rev cytotoxicity,MRP resist rev with doxorubicin
COC(=O)c1ccc(CSc2nnc(Nc3cccc(OC)c3)s2)o1,14,159,-14,159,-2%,23%,6,72,66
COc1cc(NC(=O)C2CCCO2)c(OC)cc1NC(=O)c1ccccc1 (configuration not stated),0,162,0,162,8%,-3%,-2,86,89
CCC(=O)c1ccc(OCC(=O)O)cc1,7,141,-7,141,0%,4%,19,102,83
O=S(=O)(NCC1CCCO1)c1ccc(Br)s1 (configuration not stated),1,148,-1,148,-3%,-9%,5,89,84
COc1ccc(N2CCCn3c2nc2c3c(=O)n(CCN3CCOCC3)c(=O)n2C)cc1,x,x,x,x,-22%,-3%,13,100,87
O=C(NN=C1C2CC3CC(C2)CC1C3)c1cc(Cl)ccc1O,2,129,-2,129,9%,5%,x,x,x
CC(C)(C)n1ncc2c(=O)n(CC(=O)NCc3ccco3)cnc21,-1,147,1,147,x,x,-16,74,90
O=C(NCCN1CCOCC1)c1ccccc1Oc1ccccc1,-5,142,5,142,-18%,-4%,5,95,90
Cc1nc2nc(COc3ccccc3)[nH]n2c(=O)c1Cl,0,123,0,123,-19%,0%,3,84,81
O=C(Oc1nsnc1N1CCOCC1)c1ccccc1,6,198,-6,198,-1%,2%,-5,82,87
CCc1nc2ccccc2n1Cc1cc(=O)n2cc(C)ccc2n1,-1,160,1,160,-16%,31%,-11,92,103
COCc1cc(C)n(CC(=O)Nc2ccccc2OC)c(=O)c1C#N,8,102,-8,102,12%,7%,14,99,85
CCN(CC)C(=O)COc1ccc(-c2ccccc2)cc1,-1,143,1,143,-1%,3%,14,90,77
CN(C)CCNc1nc(-c2ccccc2)nnc1C(F)(F)F,-1,192,1,192,11%,-2%,x,x,x
O=[N+]([O-])c1cc(S(=O)(=O)N2CCCC2)ccc1N/N=C/c1cccs1,-48,114,u,x,39%,3%,5,49,44
CN(C(=O)c1ccno1)c1nnc(-c2cnccn2)s1,9,177,-9,177,-11%,1%,-22,85,107
O=C(OC1CCCCC1)c1ccc(NC(=O)c2ccco2)cc1,8,211,-8,211,1%,0%,-16,54,70
O=C1c2ccccc2-c2ncnc3cccc1c23,11,153,-12,153,x,x,-17,62,80
COc1ccc(S(=O)(=O)NCCSCc2cccs2)cc1,15,126,-15,126,50%,-5%,13,90,77
COc1ccc(C2=C(C=Nc3c(C)n(C)n(-c4ccccc4)c3=O)C(c3ccccc3C)c3ccccc3O2)cc1OC (configuration not stated),-1,147,1,147,-61%,-4%,x,x,x
COC(=O)c1sc2ccccc2c1-n1cccc1C(=O)C(=O)Nc1ccc(Cl)cc1,0,177,0,177,15%,-8%,x,x,x
CCC(C)NS(=O)(=O)c1ccc(OCC(=O)NCc2ccc3c(c2)OCO3)cc1 (configuration not stated),3,133,-3,133,23%,-3%,9,103,94
O=C(c1ccc2nc(N3CCCCC3)sc2c1)N1CCN(Cc2ccc3c(c2)OCO3)CC1,x,x,x,x,-46%,-6%,x,x,x
COC(=O)c1sc2nc(N3CCCCC3)c3c(c2c1N)CCCC3,6,179,-6,179,-59%,-11%,-11,93,103
Cc1ccc(-n2c(SCC(=O)NC3CCCCC3)nc3c(c2=O)SCC3)cc1,x,x,x,x,9%,-1%,-4,85,89
O=C(O)CC(Cn1cnnn1)c1ccccc1 (configuration not stated),4,42,-4,42,1%,1%,-5,101,106
O=C(CSc1ncnc2c1oc1ccccc12)NCc1ccco1,19,135,-19,135,-4%,7%,0,73,73
Cc1ccnc(SCC(=O)n2c3c(c4ccccc42)CC(C)CC3)n1 (configuration not stated),-9,143,9,143,2%,6%,x,x,x
CCOC(=O)N1CCN(C2CC(=O)N(c3ccc(F)cc3)C2=O)CC1 (configuration not stated),x,x,x,x,12%,1%,-2,112,114
Cc1noc(/C=C/N(C)C)c1S(=O)(=O)N1CCCC(C(=O)NC(C)c2ccccc2)C1 (configuration not stated),1,140,-1,140,-48%,-10%,6,110,104
O=C(CN1C(=O)C2CC=CCC2C1=O)NCc1ccc2c(c1)OCO2 (configuration not stated),0,142,0,142,-12%,-10%,7,88,80
Cc1ccc(-c2ccc(=O)n(CC(=O)N3CCN(c4cccc(C)c4)C(C)C3)n2)cc1 (configuration not stated),17,161,-17,161,-47%,1%,-4,89,93
Nc1c(C(=O)Nc2ccccc2F)sc2nc(-c3ccco3)ccc12,-1,144,1,144,-7%,-102%,x,x,x
COc1ccc(-n2nnnc2SCC(N)=O)cc1,-2,83,2,83,21%,2%,3,94,91
CCn1c(-c2nn(C)c(C)c2Cl)n[nH]c1=S,13,140,-13,140,x,x,1,91,90
CC(C)C(NC(=O)CNC(=O)OC(C)(C)C)C(=O)NCc1ccccc1 (configuration not stated),4,167,-4,167,-30%,2%,10,99,89
COc1ccc(C2/C(=C(\O)c3ccc4c(c3)OCCO4)C(=O)C(=O)N2Cc2ccco2)c(OC)c1 (configuration not stated),4,134,-4,134,x,x,-6,88,94
COC(=O)C1=C(C)Nc2ncnn2C1c1cccnc1 (configuration not stated),-2,152,2,152,-4%,0%,7,89,82
O=c1c2ccccc2c(C=Nc2ccc(Cl)cn2)c(O)n1-c1cc(Cl)ccc1N1CCOCC1,-19,96,19,96,6%,-13%,-2,84,86
Cc1ccc(C2(C)NC(=O)N(CC(=O)Nc3cc(C)on3)C2=O)cc1 (configuration not stated),5,146,-5,146,-9%,5%,0,94,94

# Entries shown so far that have a cyano group, in the order listed:
SMILES,NFkB transloc pot,NFkB transloc pot cell count 2 µM,NFkB transloc inh,NFkB transloc inh cell count 2 µM,PLAP inhibitors HTS,Bcl-B TR3 displacers,MRP resist rev,MRP resist rev cytotoxicity,MRP resist rev with doxorubicin
CN(C)S(=O)(=O)c1ccccc1C#N,2,157,-2,157,-19%,-6%,0,89,89
COCc1cc(C)n(CC(=O)Nc2ccccc2OC)c(=O)c1C#N,8,102,-8,102,12%,7%,14,99,85

# The listing continues:
SMILES,NFkB transloc pot,NFkB transloc pot cell count 2 µM,NFkB transloc inh,NFkB transloc inh cell count 2 µM,PLAP inhibitors HTS,Bcl-B TR3 displacers,MRP resist rev,MRP resist rev cytotoxicity,MRP resist rev with doxorubicin
CCC(=O)Nc1cc(C(=O)NCC2CCCN2CC)c(OC)cc1N(C)C (configuration not stated),5,161,-5,161,9%,-8%,0,95,95
CC(C)COC(=O)Cc1c(O)c2ccccc2[nH]c1=O,0,98,0,98,-2%,5%,9,105,96
O=C(/C=C/N1CCOCC1)c1coc2ccccc12,-8,97,8,97,-4%,10%,x,x,x
CCc1c(C)sc(NC(=O)c2cc(C)on2)c1C#N,-1,153,1,153,-3%,-8%,-33,67,100
Cc1ccc(NC(=O)c2ccco2)cc1NC(=O)CSc1nnc(-c2cccs2)n1C,6,170,-6,170,12%,-3%,16,91,75
Cc1ccc(-c2nc3ccccc3s2)cc1NC(=S)NC(=O)c1ccccc1,8,167,-8,167,10%,-39%,x,x,x
NNc1nc(NCc2ccccc2)nc(N2CCOCC2)n1,16,116,-16,116,x,x,16,95,79
CN1CCN(C(=O)/C(=C\c2ccccc2)c2ccccc2)CC1,-2,55,2,55,-14%,1%,7,94,87
COC(=O)C1=C(CN2CCc3ccccc32)NC(=O)NC1c1cc(C)ccc1C (configuration not stated),6,145,-6,145,3%,-3%,-2,34,36
CC(NC(=O)c1cccs1)C(c1cccs1)N1CCN(Cc2ccccc2)CC1 (configuration not stated),4,147,-4,147,x,x,13,96,83
COc1ccc(N2CCN(C(=O)CCc3ccc(S(=O)(=O)NCC(C)C)cc3)CC2)cc1,15,116,-15,116,x,x,-16,67,83
Cc1ccc(NC(=O)CCSc2nnc3ccccn23)cc1,-15,167,15,167,6%,-6%,0,99,99
COc1ccccc1Nc1ncnc2c1cnn2-c1cccc(C)c1,14,157,-14,157,4%,7%,-14,75,89
O=C1C(Cl)=C(NCCCN2CCOCC2)C(=O)N1CCc1ccccc1,1,168,-1,168,-20%,-6%,19,83,64
Cc1ccc(S(=O)(=O)Nc2ccc(N3CCOCC3)cc2)cc1,6,201,-6,201,14%,0%,11,107,96
CO/N=C/c1ccc(Sc2ccccc2N)c([N+](=O)[O-])c1,x,x,x,x,9%,3%,16,98,83
